AMPAR-TARP mod: modulates AMPAR-stargazin complexes. O88602+P19491. HEK293 GluA2+stargazin, membrane potential dye (FDSS), glutamate EC50; hits were called plate by plate, in both directions. calls only at 30 µM. 40,000 tested, 3.5% active. AID 1259245;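 active = any of four per-well response measures lying three or more SD from its plate-wide compound average, in either direction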
Target sequence (O88602 whole entry, looked up): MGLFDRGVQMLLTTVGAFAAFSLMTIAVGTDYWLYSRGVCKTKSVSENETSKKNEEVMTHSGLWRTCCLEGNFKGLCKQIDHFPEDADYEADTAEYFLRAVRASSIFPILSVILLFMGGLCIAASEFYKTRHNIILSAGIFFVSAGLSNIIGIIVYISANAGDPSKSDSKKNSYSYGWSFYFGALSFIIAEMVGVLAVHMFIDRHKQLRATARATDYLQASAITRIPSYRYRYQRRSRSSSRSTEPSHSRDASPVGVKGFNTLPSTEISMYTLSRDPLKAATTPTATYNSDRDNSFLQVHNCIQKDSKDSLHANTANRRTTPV
Target sequence (P19491 whole entry, looked up): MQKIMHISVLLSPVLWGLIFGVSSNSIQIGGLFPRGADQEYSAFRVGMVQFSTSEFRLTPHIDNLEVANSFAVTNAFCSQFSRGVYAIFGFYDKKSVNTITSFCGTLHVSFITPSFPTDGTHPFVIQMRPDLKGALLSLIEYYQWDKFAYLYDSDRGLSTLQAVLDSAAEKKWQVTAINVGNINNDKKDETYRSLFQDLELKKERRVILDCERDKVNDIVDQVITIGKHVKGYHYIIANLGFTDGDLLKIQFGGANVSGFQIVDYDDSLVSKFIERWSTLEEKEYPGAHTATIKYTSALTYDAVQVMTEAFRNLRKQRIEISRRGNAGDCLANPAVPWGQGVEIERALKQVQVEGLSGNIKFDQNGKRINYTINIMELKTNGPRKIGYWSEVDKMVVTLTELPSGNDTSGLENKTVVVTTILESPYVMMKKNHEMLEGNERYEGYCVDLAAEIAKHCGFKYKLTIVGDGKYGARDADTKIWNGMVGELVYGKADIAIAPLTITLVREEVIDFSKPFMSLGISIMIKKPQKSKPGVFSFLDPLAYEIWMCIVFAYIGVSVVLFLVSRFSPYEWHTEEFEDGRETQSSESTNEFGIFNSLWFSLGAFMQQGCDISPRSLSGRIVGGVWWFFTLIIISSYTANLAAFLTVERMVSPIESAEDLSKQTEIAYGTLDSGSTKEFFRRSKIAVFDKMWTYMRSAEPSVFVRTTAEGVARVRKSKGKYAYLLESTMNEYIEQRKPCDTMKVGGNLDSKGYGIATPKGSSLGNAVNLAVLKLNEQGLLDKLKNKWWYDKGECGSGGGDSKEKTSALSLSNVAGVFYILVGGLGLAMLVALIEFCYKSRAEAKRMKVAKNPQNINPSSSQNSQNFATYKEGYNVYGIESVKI
AMPAR-TARP mod agonism max-min: second read-out of AMPAR-TARP mod, no call of its own (marks repeat the call); compound max-min signal; compound-alone response (agonism);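 unitless range of fluorescence divided by baseline over first 100 seconds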
AMPAR-TARP mod glutamate slope: also measured in AMPAR-TARP mod; calls as there; glutamate slope, % of max; measured here: glutamate response slope, % max;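 scaled per plate between vehicle wells and maximal 1 mM glutamate control wells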
* hit, by the source's call; i = inactive; + = active, no number. This is a subset (hit frequency here may not be typical).

smiles	AMPAR-TARP mod agonism max-min	AMPAR-TARP mod glutamate slope	AMPAR-TARP mod
O=C(CS(=O)(=O)c1ccc(Cl)s1)NCc1ccc(F)cc1	0.108	47.8	i
CN1CCN(c2cc(OCCNC(=O)Cn3nc(-c4ccc5c(c4)OCO5)ccc3=O)ncn2)CC1	0.101	56.1	i
CC1=C(C(=O)OCc2ccc(C)cc2)C(c2cccc([N+](=O)[O-])c2)NC(=O)N1 (stereo not drawn)	0.0728	30.1	i
O=C(CSc1nccn(-c2ccc(F)cc2)c1=O)c1ccc(Cl)cc1	0.0247	60.3	i
O=C(CCC1CCCCC1)N1CCC2(CC1)NC(=O)N(CCOc1ccccc1)C2=O	0.0702	44.7	i
Cc1ccc(S(=O)(=O)N2CCC(C(=O)Nc3sc4c(c3C#N)CCC(C)C4)CC2)cc1 (stereo not drawn)	0.0785	36.7	i
Cn1c(=O)n(Cc2ccc(F)cc2)c(=O)c2c(N3CCN(C(=O)C4CC4)CC3)ccnc21	0.112	72.1	i
C=CCNC(=O)C(=O)NCC1OCCCN1S(=O)(=O)c1ccc(OC)c(C)c1 (stereo not drawn)	0.0932	79.8	i
CC1(C)C2CCC1(C)C(OCC(O)CN1CCc3ccccc3C1)C2 (stereo not drawn)	0.0645	75.6	i
Cc1ccc(NC(=O)CSc2ncc(S(=O)(=O)c3ccc(Cl)s3)c(N)n2)cc1F	0.185	49.0	i
CN1CCN(CC(O)COC2CCCC2)CC1 (stereo not drawn)	0.0898	44.0	i
Cc1ccc(N2CCCn3c2nc2c3c(=O)n(CC(=O)O)c(=O)n2C)cc1	0.0706	55.0	i
CCCCS(=O)(=O)N1CCC(Cn2cnc3ccccc32)CC1	0.0569	66.8	i
NC(=O)c1ccc(NC(=O)Cc2csc(NC(=O)c3ccc[nH]c3=O)n2)cc1	0.0696	41.5	i
Cc1sc(NC(=O)c2ccc(S(=O)(=O)C(C)C)cc2)c(C#N)c1C	0.117	59.0	i
COc1ccc(-c2csc(CN3CCN(C(=O)c4ccc([N+](=O)[O-])o4)CC3)n2)cc1	0.129	50.3	i
COc1ccc2c(=O)c(-c3ccccc3OC)coc2c1	0.183*	52.6*	+
Cc1ccc(S(=O)(=O)N2CCN(c3ccccc3F)CC2)cc1	0.0669	54.7	i
O=C(NCC1CCCO1)C(=O)Nc1c2c(nn1-c1ccccc1)CS(=O)(=O)C2 (stereo not drawn)	0.0796	52.3	i
CSCCC(C)(O)CNS(=O)(=O)c1ccc(F)c(F)c1 (stereo not drawn)	0.113	64.8	i
O=S(=O)(CCCOc1ccc2c(c1)OCO2)NCc1ccco1	0.112	66.0	i
COc1cc(C(c2c(O)cc(C)[nH]c2=O)c2c(O)cc(C)[nH]c2=O)cc(OC)c1OC	0.0413	58.7	i
CCc1ccc(C(=O)N(C)c2ccc(Oc3ccc(C)nn3)cc2)cc1	0.0829	56.5	i
CCOc1cc(C(=O)Nc2ccc3scnc3c2)cc(OCC)c1OCC	0.0661	46.6	i
O=S(=O)(c1c(Cl)cccc1Cl)N1CCC(Cc2ccccc2)CC1	0.0666	66.1	i
C/C(Cl)=C\Cn1c(NCc2ccco2)nc2c1c(=O)n(C)c(=O)n2C	0.0433	42.5	i
COC(=O)Cc1ccc(NC(=S)N2CCc3ccccc3C2)cc1	0.0608	34.4	i
CCOC(=O)CNC(=O)C1CN(C(=O)c2c[nH]c3ccccc23)C1	0.115	53.4	i
O=C1CCCN1c1cccc(NS(=O)(=O)c2ccccc2[N+](=O)[O-])c1	0.117	53.6	i
CC(Oc1ccc2c(c1)OCO2)C(=O)NCCn1nc(-c2cccs2)ccc1=O (stereo not drawn)	0.0986	60.1	i
CC(=O)Cn1c(=O)c2c(nc(-n3nc(C)cc3C)n2C)n(C)c1=O	0.0621	-1.1	i
COc1cccc(-n2c(=O)[nH]c3c(C(N)=O)nc(-c4cccc(O)c4)nc32)c1	0.095	51.8	i
CC(C)c1ccc(OCC(=O)N2CCN(C(=O)c3cnn4ccccc34)CC2)cc1	0.0898	52.1	i
COc1ccc(S(=O)(=O)NCCOc2ccc(-c3ccc(C)cc3)nn2)c(OC)c1	0.0217	41.2	i
COc1cccc2c1OC1(C)CC2NC(=O)N1CCc1ccccc1 (stereo not drawn)	0.0813	62.6	i
Cc1ccc(C(=O)COC(=O)CCc2c[nH]c3ccccc23)c(C)c1	0.114	62.8	i
Cc1c(C(=O)NCc2cccs2)c(C(F)(F)F)nn1C(C)C	0.0887	60.9	i
COc1cccc(N2CC(c3nc4ccccc4n3CC(=O)N3CCC(C)CC3)CC2=O)c1 (stereo not drawn)	0.0666	60.4	i
Cc1nn(C2CCS(=O)(=O)C2)c(C)c1CC(=O)Nc1cc2ccccc2oc1=O (stereo not drawn)	0.132	57.5	i
CCS(=O)(=O)c1ccc(CC(=O)Nc2ccc3nc(SC)sc3c2)cc1	0.0765	57.1	i
O=C1CCCN(Cc2ccccc2)CC1	0.0408	55.2	i
Cn1c(=O)c2c(nc(N3CCN(c4ccccc4F)CC3)n2CC(=O)O)n(C)c1=O	0.0433	51.4	i
O=C(Cc1ccccc1)N1CCC(c2nnc(-c3ccco3)o2)CC1	0.0966	47.5	i
COc1ccc(N2CCN(Cc3nc4c(c(=O)n(C)c(=O)n4C)n3Cc3ccccc3C)CC2)cc1	0.0709	24.6	i
CCOC(=O)c1ccc(NC(=O)NCc2ccccc2)cc1	0.0825	53.2	i
O=C(NCCS(=O)(=O)NCc1ccco1)c1ccccc1	0.102	66.0	i
COC(=O)c1scc(-c2ccccc2)c1S(=O)(=O)Nc1ccc(C)c(F)c1	0.0396	72.2	i
CCOc1ccccc1-c1nc(COC(=O)c2nnn(-c3ccc(OC)cc3)c2C)c(C)o1	0.0631	68.4	i
Cc1ccc(-n2ncc3c(=O)n(CC(=O)N4CCCCC4)cnc32)c(C)c1	0.109	54.2	i
COc1ccc(S(=O)(=O)NCc2ccccc2)cc1N(C)S(=O)(=O)c1ccccc1	0.061	62.1	i
CCN1CCc2c(sc(NC(=O)c3ccc(OC)c(OC)c3)c2-c2nc3ccccc3s2)C1	0.223*	84.3*	+
CC(=O)Cn1c(=O)c2c(nc3n2CCCN3c2ccc(C)cc2C)n(C)c1=O	0.0867	49.4	i
Cc1ccsc1C(O)CNC(=O)c1ccccc1C(F)(F)F (stereo not drawn)	0.096	51.7	i
COc1cccc(CNC(=O)c2cnc3c(c(C)nn3-c3ccc(C)cc3)c2Cl)c1	0.0293	44.5	i
Cc1ccc(S(=O)(=O)N2CCN(Cc3nnnn3-c3ccc(Cl)cc3)CC2)cc1C	0.0722	83.8	i
CCn1nnc2c(Nc3ccc(C)c(Cl)c3)ncnc21	0.138	60.6	i
O=C(CSC1CCCC1)N1CCC(Cn2cccn2)CC1	0.107	89.0	i
Cc1noc(C2CN(C(=O)Cn3cnc4ccccc4c3=O)C2)n1	0.127	69.8	i
O=C(NCC1CCN(Cc2ccco2)CC1)C(=O)Nc1ccc(OC(F)(F)F)cc1	0.0559	59.1	i
CCOC(=O)c1ccc2nc(NC(=O)c3ccn(C)n3)sc2c1	0.207*	38.4*	+

(list continues)
smiles	AMPAR-TARP mod agonism max-min	AMPAR-TARP mod glutamate slope	AMPAR-TARP mod
NC(=O)c1oc2ccccc2c1NC(=O)C(=O)NCCc1c[nH]c2ccccc12	0.134	49.0	i
CCCN(CCC)CC(O)COc1ccc(C(=O)CC)cc1 (stereo not drawn)	0.0594	53.4	i
Cn1nnc2c(N3CCN(C(=O)C(c4ccccc4)c4ccccc4)CC3)ncnc21	0.0886	68.7	i
O=C(Nc1ccc(S(=O)(=O)Nc2nccs2)cc1)c1nc(-c2cnccn2)no1	0.295*	55.2*	+
O=C(NCCN1CCC(c2cccs2)CC1)C(=O)Nc1cc2c3c(c1)CCC(=O)N3CCC2	0.0602	61.6	i
O=C(CSc1nnc(-c2ccncc2)o1)N1CCCCCC1	0.0362	46.1	i
CCOc1ccc(-n2nnnc2CN2CCN(C(=O)c3cccs3)CC2)cc1	0.0617	65.9	i
CSc1cccc(C(=O)Nc2ccc3ncsc3c2)c1	0.0626	38.3	i
CCCc1nnc(NC(=O)CSc2ccc(NC(=O)C(C)C)nn2)s1	0.0455	35.7	i
CC(C)c1ccc(OCC(=O)Nc2ccc(N3CCOCC3)cc2)cc1	0.0611	47.7	i
CCOc1ccc(S(=O)(=O)NCC(O)(c2cccs2)C2CC2)cc1C (stereo not drawn)	0.151	50.5	i
CSc1ccccc1CN1CCC(CNC(=O)/C=C/c2ccccc2)CC1	0.135*	64.0*	+
Cc1ccc2oc(C(=O)NCc3ccco3)cc2c1	0.116	48.3	i
COC(=O)c1ccsc1NC(=O)C1CN(C(=O)c2cnccn2)C1	0.0587	60.6	i
Cc1ccc(NC(=O)N2CCC3(CC2)NC(=O)N(CCOc2ccccc2)C3=O)cc1F	0.104	36.9	i
Cc1ccc(-c2ccc(N3CCN(C(=O)c4cccs4)CC3)nn2)cc1	0.0976	57.6	i
COC(=O)c1ccc(NC(=O)C(=O)NCC2CCN(C(=O)c3snnc3C)CC2)cc1	0.128	62.6	i
CC(=O)c1ccccc1OC(=O)COc1ccc(Cl)cc1C	0.0491	41.2	i
Cc1nc2ccccc2c(=O)n1Cc1cccnc1	0.12	61.5	i
COC(=O)c1scc(-c2ccccc2)c1S(=O)(=O)N1CC(=O)N(CCc2ccccc2)C(=O)C1	0.0965	59.0	i
COc1ccccc1N1C(=O)N(c2cccc(Cl)c2)C2CS(=O)(=O)CC21 (stereo not drawn)	0.056	57.4	i
CCCNC(=O)c1cc(-c2ccc(OC)cc2)nc2c1c(C)nn2C1CCS(=O)(=O)C1 (stereo not drawn)	0.0833	66.4	i
O=C(Nc1ccncc1)C1CCN(c2ccc(-c3ccc(F)cc3)nn2)CC1	0.124	68.2	i
COCCNC(=O)Cn1nc2c(c1NC(=O)c1ccco1)CSC2	0.0905	66.9	i
O=C(Nc1ccc2ncsc2c1)C1CCN(S(=O)(=O)c2ccc(Cl)s2)CC1	0.0817	43.7	i
CCOC(=O)Cn1c(=O)c2c(nc3n2CCCN3c2ccccc2C)n(C)c1=O	0.058	56.8	i
CCOC(=O)C1CCN(C(=O)Cc2cc(-c3ccc4c(c3)OCO4)on2)CC1	0.0513	33.1	i
CS(=O)(=O)N1CCCCC1C(=O)Nc1nc2c(Cl)c(Cl)ccc2s1 (stereo not drawn)	0.101	58.0	i
COc1ccc(SCC(=O)Nc2nc3c(C)c(C)ccc3s2)cc1	0.103	56.0	i
COc1cccc(C(CNC(=O)C(=O)Nc2cc(Cl)ccc2C#N)N2CCOCC2)c1 (stereo not drawn)	0.0481	58.2	i
COCCCNC(=O)Cc1cc(-c2ccc3c(c2)OCO3)on1	0.058	45.7	i
Cc1ccc(S(=O)(=O)/C(C#N)=C/N2CCN(c3ccc(F)cc3)CC2)cc1	0.0858	65.1	i
NC(=O)c1ccc(NC(=O)COc2ncccn2)cc1	0.125	65.6	i
COC(=O)C1CCN(C(=O)C(=O)Nc2c3c(nn2-c2ccc(Cl)cc2)CSC3)CC1	0.0329	45.1	i
O=C(CC1CCCCC1)NCCCn1nc(-c2ccc(Cl)cc2)ccc1=O	0.0792	64.1	i
COc1ccc(Cc2nnc(Nc3ccccc3C)[nH]c2=O)cc1	0.0824	65.9	i
CN1CCN(n2c3c(c(SCC(=O)NCCc4ccccc4)nc2=O)CCCC3)CC1	0.129	63.1	i
CCCn1c(=O)c2c(nc3n(-c4ccc(OC)cc4OC)c(C)cn23)n(C)c1=O	0.0818	31.5	i
COC(=O)c1ccccc1N(C)C(=O)c1cc2cccnc2n(C)c1=O	0.0394	63.5	i
COC(=O)c1ccccc1NC(=O)C(C)N1C(=O)c2ccccc2S1(=O)=O (stereo not drawn)	0.0312	47.4	i
CCNC(=O)C1Cc2ccccc2N1C(=O)c1cc(OC)cc(OC)c1 (stereo not drawn)	0.0529	41.9	i
Cc1cc(OCCOCCN2CCNCC2)cc(C)c1Cl	0.038	31.1	i
COc1ccc(Cl)cc1C(=O)NCC1(O)CCCC1	0.0831	60.4	i
O=C(C(=O)N1CCN(c2ncnc3c2nnn3Cc2ccccc2)CC1)c1c[nH]c2ccccc12	0.114	37.3	i
CCOc1ccc(Nc2nc(N3CCOCC3)c3[nH]cnc3n2)cc1	0.17	55.4	i
O=C(NC(C(=O)NC1=NCCS1)C12CC3CC(CC(C3)C1)C2)c1ccc(Cl)cc1 (stereo not drawn)	0.086	45.0	i

Rewritten with each value named: entries from further up
mol: Cc1ccc(S(=O)(=O)/C(C#N)=C/N2CCN(c3ccc(F)cc3)CC2)cc1
  AMPAR-TARP mod agonism max-min: 0.0858; AMPAR-TARP mod glutamate slope: 65.1; AMPAR-TARP mod: i

mol: NC(=O)c1ccc(NC(=O)COc2ncccn2)cc1
  AMPAR-TARP mod agonism max-min: 0.125; AMPAR-TARP mod glutamate slope: 65.6; AMPAR-TARP mod: i

mol: COC(=O)C1CCN(C(=O)C(=O)Nc2c3c(nn2-c2ccc(Cl)cc2)CSC3)CC1
  AMPAR-TARP mod agonism max-min: 0.0329; AMPAR-TARP mod glutamate slope: 45.1; AMPAR-TARP mod: i

mol: O=C(CC1CCCCC1)NCCCn1nc(-c2ccc(Cl)cc2)ccc1=O
  AMPAR-TARP mod agonism max-min: 0.0792; AMPAR-TARP mod glutamate slope: 64.1; AMPAR-TARP mod: i
